Screens: PubChem, National Center for Advancing Translational Sciences (NCATS)
RGS4 inhibitor – Inhibitors of Regulator of G Protein Signaling (RGS) 4: qHTS; Transcreener GDP fluorescence polarization, RGS4-accelerated GTP hydrolysis; Potency, µM (titrated, usually from 114 µM), without a hit: top-dose activity change, negative = inhibition, actives largely listed as inhibitors; Regulator of G-protein signaling 4 (Homo sapiens), P49798; 0.039% of 390,000 active; note: % is set by controls: 0 for no effect and ±100 for the full control effect; nearly all actives have a fitted effect of over 75% in size; some results filed as inactive show a strong effect at the top dose
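MLSMR compounds (23 nl, pin-transferred) preincubated 10 min at room temperature with a 500nM (2x) first reagent, then RGS4 at 900nM (2x) plus Transcreener GDP mix added; fluorescence polarization (620/688 nm) read before and after 90 min at 30 °C.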
JMJD2A Tudor inh – qHTS Assay for Inhibitors of JMJD2A-Tudor Domain; Lysine-specific demethylase 4A (Homo sapiens), O75164; AlphaScreen JMJD2A-Tudor / H3K4me3 peptide binding; Potency, µM (highest dose often 114 µM), for the others: at the highest dose activity change, negative = inhibition, hits mostly inhibitors; 4.4% of 390,000 active; note: % is set by controls: 0 for no effect and ±100 for the full control effect; nearly all actives have a fitted effect of over 50% in size
HP1b chromo inh – HTS for Inhibitors of HP1-beta Chromodomain Interactions with Methylated Histone Tails; Chromobox protein homolog 1 (Homo sapiens), P83916; AlphaScreen HP1-beta / biotin-H3K9me3 peptide binding; Potency, µM (top dose mostly 114 µM), without a hit: at the top dose activity change, negative = inhibition, actives largely listed as inhibitors; AID 540317, 2011; 0.56% of 390,000 active; note: nearly all actives have a fitted effect of over 70% in size; inactives centre near 23
Target sequence (P83916 whole entry, looked up): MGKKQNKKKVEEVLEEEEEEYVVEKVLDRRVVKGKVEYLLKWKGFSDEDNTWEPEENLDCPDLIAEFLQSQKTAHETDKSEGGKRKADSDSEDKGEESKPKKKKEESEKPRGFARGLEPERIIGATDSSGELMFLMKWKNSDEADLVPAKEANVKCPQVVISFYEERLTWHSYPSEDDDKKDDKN
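Compound inhibition of the preformed complex between 50 nM HP1-beta and 50 nM biotinylated H3K9me3 peptide was read by AlphaScreen. Buffer was PBS pH 7.4 with 0.01% Tween-20. Incubations ran 30 min at room temperature, with 10 ug/mL donor/acceptor beads.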
TrxR1 inh – qHTS Assay for Inhibitors of Mammalian Selenoprotein Thioredoxin Reductase 1 (TrxR1): qHTS. AID 588453, 2011. Potency, µM (titrated, usually from 114 µM), without a hit: top-dose activity change, negative = inhibition, usual class: inhibitors. 1% of 390,000 active. recombinant rTrxR1, NADPH fluorescence consumption, selenite substrate. Thioredoxin reductase 1, cytoplasmic (Rattus norvegicus), O89049; note: % is set by controls: 0 for no effect and ±100 for the full control effect; nearly all actives have a fitted effect of over 65% in size
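Rat TrxR1 (90 nM in the dispensed reagent) was pre-reduced with 400 uM NADPH for 5 min at room temperature, then incubated with compound for 15 min. After 400 uM selenite was added, NADPH fluorescence (Ex 340/Em 450 nm) was followed for 8 min.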
Pin1 inh – qHTS Assay to Find Inhibitors of Pin1 | Pin1 FP peptide displacement, HiFluor488, 10 min | Potency, µM (top dose mostly 115 µM), inactives show at the top dose activity, negative = inhibition, most hits filed as inhibitors | 0.009% of 390,000 active; active = well fitted inhibition curve with a large enough effect in the polarisation, with a control signal flat, not every such curve was filed as active; inconclusive = small, poorly fitted or top-dose-only effect, or effect the other way, or a change in a side signal; inactive = no such curve, though single readings can be large or run the other way; the % refers to the polarisation; note: % is set by controls: 0 for no effect and ±100 for the full control effect
Target sequence (Q13526 whole entry, looked up): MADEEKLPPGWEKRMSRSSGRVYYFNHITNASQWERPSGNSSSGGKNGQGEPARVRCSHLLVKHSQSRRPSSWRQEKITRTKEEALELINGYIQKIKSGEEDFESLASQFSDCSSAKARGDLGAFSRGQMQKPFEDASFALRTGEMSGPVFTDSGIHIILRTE
Tb PGK inh – qHTS Assay to Find Inhibitors of Phosphoglycerate Kinase; Phosphoglycerate kinase, glycosomal (Trypanosoma brucei brucei), P07378; AID 602233, 2012; PGK/GAPDH coupled, Kinase-Glo luminescence, 60 min; Potency, µM (highest dose often 57.5 µM), for the others: top-dose activity change, negative = inhibition, actives largely listed as inhibitors; 0.043% of 380,000 active; note: % is set by controls: 0 for no effect and ±100 for the full control effect; nearly all actives have a fitted effect of over 60% in size
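Recombinant glycosomal PGK reaction used 1,3-bisphosphoglycerate generated in-well by GAPDH (100nM final) in 100mM TEA pH 7.6, 5mM MgCl2, 0.01% Tween-20. After 60 minutes at room temperature, ATP was read by Kinase-Glo Plus luminescence end-point.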
ERG-DNA inh – qHTS for Small Molecule Inhibitors of the ERG Ets/DNA interaction | fluorescence polarization, His-ERG Ets domain / labelled DNA | Transcriptional regulator ERG (Homo sapiens), P11308 | AID 624246, 2012 | Potency, µM (series often up to 76.9 µM), inactives show at the highest dose FP activity, negative = inhibition, hits mostly inhibitors | 0.028% of 370,000 active; active = well fitted inhibition curve with a large enough effect in the polarisation, with a control signal flat; inconclusive = small, poorly fitted or top-dose-only effect, or effect the other way, or a change in a side signal; inactive = no such curve, though single readings can be large or run the other way; the % refers to the polarisation;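 note: polarization taken with two DNA probes labelled with fluorescein and Texas red; % of control where 0% means no effect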
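His-tagged ERG Ets domain (1 uM in the protein solution; 300mM KCl, 50mM Tris-HCl, 1mM EDTA, 1mM DTT, pH 7.5) received compound, then a probe mix of 5 nM fluorescein-DNA and 100nM Texas-615-DNA. Fluorescence polarization was read for both dyes.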
ALOX12 inh – Primary qHTS assay for inhibitors of human arachidonate 12S-lipoxygenase (ALOX12): Round 2 | Potency, µM (series often up to 108 µM), inactives show at the top dose activity change, negative = inhibition, most hits filed as inhibitors | purified 12hLO, xylenol orange hydroperoxide absorbance | Polyunsaturated fatty acid lipoxygenase ALOX12 (Homo sapiens), P18054 | 1.1% of 580,000 active; note: % is set by controls: 0 for no effect and ±100 for the full control effect
Target sequence (P18054 whole entry, looked up): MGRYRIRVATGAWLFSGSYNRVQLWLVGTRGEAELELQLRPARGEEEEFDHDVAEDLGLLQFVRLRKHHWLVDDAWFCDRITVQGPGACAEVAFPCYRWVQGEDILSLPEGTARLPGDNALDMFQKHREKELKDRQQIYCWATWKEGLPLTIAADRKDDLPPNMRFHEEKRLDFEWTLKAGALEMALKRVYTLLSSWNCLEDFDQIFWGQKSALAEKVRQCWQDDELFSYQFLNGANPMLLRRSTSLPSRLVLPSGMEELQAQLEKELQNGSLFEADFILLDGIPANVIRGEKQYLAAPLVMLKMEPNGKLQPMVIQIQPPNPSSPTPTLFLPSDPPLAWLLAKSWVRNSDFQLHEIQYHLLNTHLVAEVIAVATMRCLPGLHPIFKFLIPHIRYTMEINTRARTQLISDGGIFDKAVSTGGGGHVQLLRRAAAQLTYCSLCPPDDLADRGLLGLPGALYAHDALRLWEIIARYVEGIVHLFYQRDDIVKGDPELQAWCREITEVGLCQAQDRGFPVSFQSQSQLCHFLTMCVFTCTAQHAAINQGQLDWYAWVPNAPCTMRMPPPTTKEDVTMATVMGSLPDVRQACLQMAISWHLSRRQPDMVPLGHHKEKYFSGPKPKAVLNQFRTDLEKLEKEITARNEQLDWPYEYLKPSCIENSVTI
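Purified human 12hLO (150 nM final) in 25 mM Hepes, 0.01% Triton X-100, pH 7.0 was preincubated 15 min at room temperature with compound. Then 40 uM arachidonic acid was added, 30 min. Hydroperoxide was read by Fe-XO absorbance ratio 573/405 nm.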
GLS inhibitor – qHTS for Inhibitors of Glutaminase (GLS); Glutaminase kidney isoform, mitochondrial (Homo sapiens), O94925; GLS enzymatic activity, qHTS titration; Potency, µM (series often up to 45.5 µM), for inactives: at the highest dose activity change, negative = inhibition, actives largely listed as inhibitors; 0.21% of 410,000 active; AID 624170, 2012; note: % is set by controls: 0 for no effect and ±100 for the full control effect
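Two-point fluorescence kinetic (t0, 30 min RT) for hKGA; glutamate detected via glutamate oxidase–HRP–Amplex Red. Substrate: 1 mM L-glutamine solution; buffer 45 mM KH2PO4, pH 8.2.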
* hit, by the source's call; i = inactive; ? = inconclusive; . = no result given; & = joins results of further samples; [ ] = another dose, or the depositor's remark. Unless noted, calls come from the whole dose curve; as a rule, active = well fitted curve in the direction sought with a large enough effect; inconclusive = small, poorly fitted or top-dose-only effect, or another doubt; inactive = no such curve, though single readings can be large; an effect the other way counts as inactive or inconclusive. Potency is the fitted concentration of half-maximal effect.

RGS4 inhibitor,JMJD2A Tudor inh,HP1b chromo inh,TrxR1 inh,Pin1 inh,Tb PGK inh,ERG-DNA inh,ALOX12 inh,GLS inhibitor,structure
-6%,-2%,5%,-4%[57.1 µM],0%,i,5%,-41%,2%,CC(C)Sc1ccccc1C(=O)Nc1ccc2c(c1)n(C)c(=O)n2C
59%[activator],10%,35%,-3%,?,-8%,7%,-7%,2%,CCCOc1ccc(-c2nnn(CC(=O)N3CCCC(C)C3)n2)cc1 (stereo unspecified)
-9%,-7%,31%,19%,-8%,1%,-1%,8%,1%,O=C(CSc1nnc(-c2ccc(S(=O)(=O)N3CCOCC3)cc2)o1)c1ccccc1F
5%,-36%,32%[activator],25µM*,-1%,4%,-1%,-14%,0%,O=C1CC(N2CCN(c3ccccn3)CC2)C(=O)N1CC(c1ccccc1)c1ccccc1 (stereo unspecified)
-4%,-15%,10%,-10%,4%,-3%,4%,-26%,3%,COC(=O)CN(C(=S)Nc1ccc(F)cc1)C1CC(=O)N(c2ccccc2)C1=O (stereo unspecified)
14%,-6%,29%,19%,-7%,i,-3%,?,-2%,O=C(C1CCCCC1)N1CCc2ccccc21
-6%,-29%,13%,-52%,4%,-9%,5%,?,5%,O=C(C[n+]1ccccn1)c1ccccc1
21%,-23%,11%,-13%,-7%,-3%,5%,-19%,12%,COc1ccc(Nc2nc(-c3cccc([N+](=O)[O-])c3)nc3ccccc23)c(OC)c1
3%,1.1µM*,?,-3%,-10%,-9%,2%,0%,-11%,CCOC(=O)c1cnc(-n2nc(C)cc2C)nc1Nc1ccc(N(C)C)cc1
10%,-12%,14%,16%[57.1 µM],-3%,i,1%,-15%,4%,Cc1ccc(-n2ncc3c(NCCCc4ccccc4)ncnc32)cc1C
8%,-17%,8%,4%[57.1 µM],-10%,-12%,2%,6%,3%,Cc1ccnc(NC(=O)c2cc3ccccc3oc2=O)c1
17%,-5%,6%,2%,-3%,-2%,-14%,0%,-2%,CC1CCN(c2nc3c(N)ncnc3n2[C@@H]2O[C@H](CO)[C@@H](O)[C@H]2O)CC1
-1%,-4%,5%,19%,7%,i,1%,-9%,0%,CCOC(=O)c1c(C)oc2nc(C)nc(N3CCN(c4cc(Cl)ccc4C)CC3)c12
-23%,?,5%,6%[57.1 µM],-14%,i,-3%,10%,-10%,N#Cc1ccc(N2CCc3ccccc3C2)c([N+](=O)[O-])c1
-9%,-6%,25%,7%,-13%,-6%,.,2%,4%,CCNc1ccc(S(=O)(=O)C(F)(F)F)cc1NC(=O)C12CCC(CC1)C2
3%,-11%,25%,7%[57.1 µM],1%,11%,6%,22%,6%,CN(C)/C=C(\C(=O)c1cccc(Cl)c1)c1nnnn1-c1ccccc1

Entries listed above shown as hits in TrxR1 inh.
RGS4 inhibitor,JMJD2A Tudor inh,HP1b chromo inh,TrxR1 inh,Pin1 inh,Tb PGK inh,ERG-DNA inh,ALOX12 inh,GLS inhibitor,structure
5%,-36%,32%[activator],25µM*,-1%,4%,-1%,-14%,0%,O=C1CC(N2CCN(c3ccccn3)CC2)C(=O)N1CC(c1ccccc1)c1ccccc1 (stereo unspecified)

The list goes on.
RGS4 inhibitor,JMJD2A Tudor inh,HP1b chromo inh,TrxR1 inh,Pin1 inh,Tb PGK inh,ERG-DNA inh,ALOX12 inh,GLS inhibitor,structure
-17%,4µM*,-33%,?,1%,2%,7%,?,?,CC(/C=N/n1c(-c2cccnc2)n[nH]c1=S)=C\c1ccco1
3%,-3%,16%,11%,-2%,-4%,.,?,0%,Cc1nc2ccccc2c(=O)n1NC(=O)Nc1ccccc1
30%,29%,67%[activator],6%,?,3%,13%,-5%,4%,CCCNC(=O)c1onc(CSc2ccc(Cl)cc2)c1C(=O)NCC1CC1
-35%,-5%,26%,35%,-4%,i,4%,-14%,-13%,COc1ccc2oc(C(=O)NCCN3CCOCC3)c(C)c2c1OC
-1%,-32%,20%,22%[57.1 µM],-1%,i,5%,0%,14%,COCCCn1c(SCC(=O)Nc2nc3ccccc3s2)nnc1-c1ccoc1C
29%,-10%,8%,26%,-1%,3%,-5%,0%,3%,Cc1cccc(N(CC(=O)Nc2ccccc2F)S(C)(=O)=O)c1
-2%,-13%,46%[activator],-12%,2%,i,-9%,-11%,7%,COc1ccc(NC(=O)N(C)C[C@H]2Oc3c(NS(=O)(=O)c4cccs4)cccc3C(=O)N([C@H](C)CO)C[C@@H]2C)cc1
-18%,-2%,33%[activator],32%,-9%,2%,-11%,-9%,-9%,CC(=O)C(C)Oc1ccc2c3c(c(=O)oc2c1)CCCCC3 (stereo unspecified)
28%,-8%,2%,6%,2%,-3%,0%,-11%,-12%,Cc1nn(CC(=O)NC2CCCCC2)c(=O)c2cc3cc(F)ccc3n12
-14%,101%[activator],286%[activator],33%[activator],-3%,-4%,6%,-28%,-6%,CCOC(=O)c1sc2nc(C3CC3)cc(-c3ccc(F)cc3)c2c1N
5%,-19%,14%,21%,-2%,4%,17%,0%,3%,c1ccc(CN2CCC3(CC2)Nc2ccccc2CO3)cc1
-8%[56.9 µM],-4%,70%[activator],6%,4%,-4%,-7%,-12%,-6%,CCN(C(=O)CSc1cc(C)c2ccccc2n1)c1c(N)n(Cc2ccccc2)c(=O)[nH]c1=O
2%,-4%,29%,13%,3%,-7%,-8%,-1%&-11%,0%,Cc1ccc(-c2nc3cc(Cl)ccc3o2)cc1NC(=O)c1cc([N+](=O)[O-])ccc1N1CCOCC1
7%,-9%,31%,17%,2%,8%,-2%,0%,5%,CCOc1ccc(CN2CCN(C3CCC3)CC2CCO)cc1 (stereo unspecified)
13%,-13%,23%,11%,-1%,1%,-3%,-3%,-4%,COc1cccc(NC(=O)CS(=O)(=O)Cc2nc(-c3ccc(C)cc3)oc2C)c1
2%,-16%,35%,0%[57.1 µM],2%,21%,1%,7%,-1%,c1csc(Cc2nc3ccccc3[nH]2)c1
22%,-7%,19%,14%,3%,1%,2%,-2%,6%,Cc1cc(C)c(C2=CSC3=NS(=O)(=O)CCN23)c(C)c1
-26%&7%,-2%&-14%,37%&18%,23%[57.1 µM],-2%&7%,i,4%&6%,?,-5%&-10%,CCN1CCN(C(=O)c2ccc3c(c2)N(Cc2ccccc2)C(=O)c2ccccc2S3(=O)=O)CC1
-6%,-12%,3%,20%[57.1 µM],?,-5%,6%,0%,?,COc1ccc(OC)c(Nc2nc(NCc3ccco3)nc(N)c2[N+](=O)[O-])c1
24%,-33%,-10%,2%,?,-4%,0%,.,15%,O=C(N/N=C/c1c[nH]c2ccccc12)c1ccc([N+](=O)[O-])cc1Cl
-33%,81%[activator],159%[activator],10%,4%,-7%,-2%,0%,-5%,Cc1ccc(C(C)C)c(OCC(=O)OCc2c(C)noc2C)c1
-18%,-14%,21%,105%,-2%,-1%,11%,1%,-5%,CNc1cc(C)c(C#N)c2nc3ccccc3n12
-12%,?,-13%,-24%,-3%,-4%,-10%,?,10%,O=C(O)c1ccccc1C(=O)Nc1ccc(-c2csc(-c3ccccc3)n2)cc1
-10%,-8%,26%,13%[57.1 µM],3%,0%,0%,4%,-8%,Cc1ccc(CCNC(=O)C2CCCN(S(=O)(=O)c3cccs3)C2)cc1 (stereo unspecified)
-5%,-30%,5%,14%[57.1 µM],?,-8%,-1%,-15%,4%,O=C(COC(=O)c1ccc2c(c1)C(=O)N(Cc1ccncc1)C2=O)Nc1cccc2ccccc12
10%,-13%,26%,11%,1%,-2%,0%,-29%,-6%,Cc1cc(N/N=C/c2ccc(Cl)cc2)nc(NCc2ccccc2)n1
28%,-3%,43%[activator],13%[57.1 µM],2%,6%,2%,-2%,5%,CCc1nnc(NC(=O)CSc2nnc(C)n2CC2CCCO2)s1 (stereo unspecified)
2%,-17%,-19%,37%[activator][57.1 µM],-3%,i,-11%,-3%,12%,CCOC(=O)Cn1c(=O)c(-c2ccccc2NCc2ccccc2)nc2ccccc21
2%,-17%,20%,15%,-3%,0%,8%,-13%,-8%,CC(=O)n1nc(-c2cccnc2)nc1NCc1ccc(F)cc1
-42%,-7%,5%,-3%[57.1 µM],-4%,-20%,2%,-13%,-3%,Cc1c(/C=C/C(=O)c2ccccc2O)cnn1C
-1%,-6%,24%,-14%,-1%,i,-3%,-8%,6%,CCC(C)C(NC(=O)C1CCC(C)CC1)C(=O)NCc1ccccn1 (stereo unspecified)

The list is partial; the hit share may differ from the screen's.
